Assay outcomes (PubChem BioAssay)
KCNQ1 pot – potentiators or activators of human KCNQ1 potassium channel. CHO-K1 KCNQ1, thallium flux FluxOR fluorescence; hits give high values. AID 2648. B-score at 10 µM. 310,000 compounds, 0.35% hits. P51787;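 active = fluorescence ratio B-score, a plate-corrected score, at least three library SD, with initial intensity B-score within 5 SD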
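Assay system: CHO-K1 cells stably expressing KCNQ1. Medium: assay buffer for compound exposure, DMSO matched across wells. Timing: 37 °C overnight plating, 90-min dark dye load, 20-min compound pretreatment. Signal: kinetic FluxOR fluorescence, 10 s baseline plus 110 s post-stimulus.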
SKKanGAS inh – SKKanGAS growth inhibition. 300,000 compounds, 1.3% hits. AID 1662. inhibition, % at 7.5 µM. S. pyogenes SKKanGAS, kanamycin growth, BacTiter-Glo, 6 h;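 active = mean replicate score, as percent of positive control median, at least 50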;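 note: strain carries kanamycin resistance gene driven by streptokinase promoter and grows in 40 µg/ml kanamycin; loss of luminescence reflects streptokinase promoter inhibition or plain growth inhibition; 0% = median of DMSO wells and 100% = positive control at its reference dose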
KCNK3 block – human KCNK3 channel inhibition, primary screen; O14649; CHO-KCNK3 thallium flux, FluxOR fluorescence; hits give low values; B-score at 10 µM; 340,000 compounds, 0.84% hits; AID 602410;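 active = B-score under library mean minus 4 SD, starting fluorescence ratio at most library mean plus 5 SD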;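 note: more negative B-score means stronger inhibition of thallium flux through KCNK3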
Target sequence (O14649 whole entry, looked up): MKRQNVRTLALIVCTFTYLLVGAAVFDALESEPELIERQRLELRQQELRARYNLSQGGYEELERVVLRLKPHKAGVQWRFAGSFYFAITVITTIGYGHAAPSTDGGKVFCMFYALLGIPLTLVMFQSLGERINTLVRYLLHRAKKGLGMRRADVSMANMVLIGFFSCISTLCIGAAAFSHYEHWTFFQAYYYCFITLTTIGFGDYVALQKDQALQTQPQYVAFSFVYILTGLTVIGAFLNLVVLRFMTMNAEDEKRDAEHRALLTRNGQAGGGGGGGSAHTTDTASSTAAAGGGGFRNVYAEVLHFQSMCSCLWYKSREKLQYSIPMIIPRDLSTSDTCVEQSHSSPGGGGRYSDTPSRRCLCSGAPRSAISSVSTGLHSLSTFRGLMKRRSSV
TMEM16A act – activators or potentiators of mouse TMEM16A chloride channel; Q8BHY3; HEK293 TMEM16A/YFP-H148Q/I152L, iodide quench fluorescence; hits give low values; B-score at 10 µM; 340,000 compounds, 0.3% hits; AID 623877;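 active = fluorescence-ratio B-score plate-corrected deviation score at least 3 library SD below zero, with starting fluorescence score within 5 deviations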;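 note: channel opened by trigger with iodide after compound preincubation; score built on the fluorescence ratio of max minus min over baseline; more negative score means more quench and so TMEM16A activation or potentiation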
TMEM16A inh – mouse TMEM16A channel inhibition, primary screen. HEK293 TMEM16A/YFP iodide influx fluorescence, ionomycin. normalized B-score (activity score, 25-100; higher = stronger inhibition) at 10 µM. 310,000 compounds, 1.2% hits. Q8BHY3;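 active = ratio plate-corrected score three or more library SD toward inhibition, starting fluorescence score within five deviations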;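 note: score derived from kinetic fluorescence span divided by baseline fluorescence per well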
RGS4 block – inhibitors of human RGS4. 310,000 compounds, 0.45% hits. AID 463165. B-score at 10 µM. P49798. HEK293 M3R/RGS4 inducible, Fluo-4 calcium flux; hits give high values; triggered by carbachol at its EC20;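 active = B-score, a plate-corrected calcium signal, over three deviations above library mean, with baseline fluorescence within five deviations of library mean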;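 note: RGS4 expression induced by doxycycline in cells with stable M3 receptor; B-score is computed from the integrated fluorescence ratio over baseline after carbachol; higher B-score means a larger calcium signal and so more RGS4 inhibition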
Target sequence (P49798 whole entry, looked up): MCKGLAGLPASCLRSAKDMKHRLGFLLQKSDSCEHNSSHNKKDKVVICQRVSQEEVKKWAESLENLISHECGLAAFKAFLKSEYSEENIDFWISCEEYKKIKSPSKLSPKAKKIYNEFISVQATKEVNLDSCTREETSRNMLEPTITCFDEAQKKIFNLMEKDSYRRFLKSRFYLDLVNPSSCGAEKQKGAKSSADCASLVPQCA
RGS4 pot – RGS4 potentiation or activation; HEK293 M3R/inducible RGS4, carbachol calcium flux Fluo4; hits give low values; 310,000 compounds, 0.92% hits; B-score at 10 µM; AID 463111;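 active = B-score of the integrated calcium signal more than 4 SD below the library mean, with starting fluorescence not abnormally high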;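 note: negative B-score means reduced calcium response which marks RGS4 activation or potentiation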
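System: HEK293 FlpIn-TREx cells, stable M3R, doxycycline-inducible RGS4. Timing: overnight RGS4 induction, 30 min dye load 37 °C, 20 min compound RT. Also added: carbachol, ECmax concentration. Measured by: Fluo4 fluorescence kinetic imaging of calcium. Evaluation: integrated calcium ratio converted to B score.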
hERG protect – hERG (human) protection from proarrhythmic block; CHO-hERG, FluxOR thallium flux, dofetilide IC70 present; Q12809; activation (rescue from dofetilide block), less the hit threshold, % at 10 µM; 310,000 compounds, 0.51% hits; AID 1511;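 active = activation above the mean of controls blocked by dofetilide plus 5 SD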;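 note: thallium influx through hERG after potassium depolarization seen as dye fluorescence rise; in these data hits start at about 4.7%; inactives centre near -7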
KCNK9 block – inhibitors of human KCNK9 two-pore domain potassium channel | B-score at 10 µM | HEK293 KCNK9, FluxOR thallium flux fluorescence; hits give low values | AID 488922 | 310,000 compounds, 1.2% hits;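 active = ratio B-score over 3 SD below the library mean, with starting fluorescence within 5 SD of its mean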;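 note: negative B-score means less thallium flux so channel inhibition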
Target sequence (Q9NPC2 whole entry, looked up, the tested form may be a part): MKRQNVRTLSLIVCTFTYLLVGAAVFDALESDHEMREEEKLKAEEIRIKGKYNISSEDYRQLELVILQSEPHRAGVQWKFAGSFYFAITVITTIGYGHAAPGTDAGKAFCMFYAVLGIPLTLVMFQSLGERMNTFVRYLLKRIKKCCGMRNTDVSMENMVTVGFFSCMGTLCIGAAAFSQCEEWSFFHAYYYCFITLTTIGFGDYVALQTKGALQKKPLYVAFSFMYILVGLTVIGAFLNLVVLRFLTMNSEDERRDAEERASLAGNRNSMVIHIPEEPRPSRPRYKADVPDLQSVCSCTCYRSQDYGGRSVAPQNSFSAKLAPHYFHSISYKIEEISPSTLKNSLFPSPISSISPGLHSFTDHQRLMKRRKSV
KCNQ1 inh – human KCNQ1 channel inhibition; B-score at 10 µM; CHO-K1 KCNQ1, FluxOR thallium flux fluorescence; hits give high values; P51787; 310,000 compounds, 1.3% hits;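 active = compounds whose thallium flux B-score, printed positive for inhibition, exceeds three library SD while starting fluorescence stays within three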;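 note: channel opened by potassium depolarization with thallium stimulus after 20 min compound exposure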
HDAC3 inh – human HDAC3 inhibition. O15379. recombinant HDAC3, fluorogenic peptide/trypsin coupled, fluorescence. inhibition, % at 8.3 µM. 320,000 compounds, 0.15% hits. AID 2718; in the data active = inhibition above about 26%, passing the limit was not always enough
* = called active by the depositor; i = inactive; · = not tested or not shown.

Fields – KCNQ1 pot	TMEM16A inh	KCNQ1 inh	KCNK9 block	HDAC3 inh	RGS4 pot	RGS4 block	SKKanGAS inh	KCNK3 block	TMEM16A act	hERG protect
- COC1(OC)C(/C=C/c2ccc(C)cc2)C(C#N)(C#N)C1(OC)OC (configuration not stated)
→ i	i	i	i	-3	i	i	-4	-10*	i	-15
- CC1Cc2nc(SCC(=O)Nc3nccs3)n(Cc3ccccc3)c(=O)c2S1 (configuration not stated)
→ i	i	i	i	1	i	i	-1	i	i	-1
- O=C1/C(=C\c2cccs2)N=C(c2cccs2)N1Nc1ccccc1
→ i	i	i	i	7	i	i	-10	i	i	-4
- CCOc1ccc2c(=O)c(-c3ccc4c(c3)OCCCO4)c(C)oc2c1
→ i	i	i	i	-9	i	i	-6	i	i	0
- COc1cc2c(cc1OC)C1(CCCC1)CNC2C (configuration not stated)
→ i	i	i	i	1	i	i	4	i	i	-1
- CCOc1ccc(OCCCCOc2ccccc2C(C)=O)cc1
→ i	i	7*	i	8	i	i	-30	i	i	-16
- Cc1nnc(NC(=O)c2ccc3ccccc3n2)s1
→ i	i	i	i	5	i	i	2	i	i	-2
- COc1cccc(NC(=S)N2CCC(NC(=O)C3CCCCC3)CC2)c1
→ i	i	i	i	9	i	i	-3	i	i	-5
- COc1ccc(C)cc1NC(=O)CSc1nnc(CC(=O)Nc2ccccc2F)n1C
→ i	i	i	i	-2	i	i	-5	i	i	-3
- COc1cc(N/C=C2\CC(=O)NC(C)=C2C#N)cc(OC)c1OC
→ i	i	i	i	-5	i	i	0	i	i	-16
- CCCn1c(=O)n(C)c(=O)c2c(SCC(=O)NCc3ccco3)nc(C3CC3)nc21
→ i	i	i	i	0	i	i	5	i	i	-1
- COc1cccc(CNC(=O)C(=O)NCCC2CCCCN2S(=O)(=O)c2ccc(C)cc2)c1 (configuration not stated)
→ i	i	i	i	·	i	i	1	i	i	-16
- CCCCc1c(O)nc2ccccn2c1=O
→ i	i	i	i	-5	i	i	-14	i	i	-11
- O=C(Nc1cc(SCCO)cc([N+](=O)[O-])c1)c1ccc(Br)o1
→ i	i	i	i	3	i	i	1	i	i	-7
- COC(=O)c1cccc2c1-c1ccccc1/C2=N\NC(N)=O
→ i	i	i	i	0	i	i	-8	i	i	-3
- Cc1cccc(-n2c(SCC(=O)N(C)C3CCS(=O)(=O)C3)nc3ccccc3c2=O)c1C (configuration not stated)
→ i	i	i	i	2	i	i	2	i	i	-12
- CC(C)C(=O)Nc1ccc(C(=O)Nc2ccc(S(=O)(=O)N3CCOCC3)cc2)cc1
→ i	i	i	i	1	i	i	6	i	i	-5
- COc1cccc(CC(NC(C)=O)C(=O)NC2CCN(c3nnnn3-c3ccccc3)CC2)c1OC (configuration not stated)
→ i	i	i	i	-2	i	i	3	i	i	-10
- CCOC(=O)CSc1nnc(CNC(=O)c2ccco2)n1-c1ccc(F)cc1
→ i	i	i	i	-2	i	i	-1	i	i	-13
- Cc1csc(NC(=O)c2ccc(S(C)(=O)=O)cc2)n1
→ i	i	i	i	3	i	i	-2	i	i	1
- CCOc1ccccc1N(CC(=O)N1CCOCC1)S(=O)(=O)c1ccccc1
→ i	i	i	i	-3	i	i	-4	i	i	-2
- COc1cc2cc(CN(CCc3cccc(C)c3)C(=S)NCCCN(C)C)c(=O)[nH]c2cc1OC
→ i	i	i	i	-4	i	i	-17	i	i	-17
- CN1CCN(c2ccccc2NC(=O)c2ccc(F)cc2)CC1
→ i	i	i	i	-6	i	i	6	i	i	-1
- CC(C)(C)c1ccccc1NC(=O)c1ccco1
→ i	i	i	i	·	i	i	-3	i	i	-1
- Cc1cc(C)nc(Nc2nc(-c3ccccc3)cs2)n1
→ i	i	i	i	-9	i	i	10	i	i	-7
- O=C(CCc1nnc(CCCCc2ccccc2)o1)N1CCCCC1CCO (configuration not stated)
→ i	i	i	i	1	i	i	11	i	i	-8
- CCCCNC(=O)N1CCN(Cc2ccc(F)cc2)CC1
→ i	i	i	i	1	i	i	1	i	i	-3
- CN(C(=O)Cc1ccccc1)n1cnnc1
→ i	i	i	i	-7	i	i	10	i	i	-11
- O=C(COC(=O)C1CC(=O)N(c2ccc3c(c2)OCCO3)C1)Nc1ccc2c(c1)CCC2 (configuration not stated)
→ i	i	i	i	2	i	i	-1	i	i	-13
- O=C(c1ccc(S(=O)(=O)N2CCOCC2)cc1)N1CCN(C2=NS(=O)(=O)c3ccccc32)CC1
→ i	i	i	i	3	i	i	-8	i	i	-5
- O=C(Cc1ccccc1)NCC(=O)N/N=C/c1ccc(Cl)cc1
→ i	i	i	i	-2	i	i	2	i	i	-15
- COC(=O)CSC1=C(C#N)C(c2ccc(C(C)C)cc2)CC(=O)N1 (configuration not stated)
→ i	i	i	i	0	i	i	-7	i	i	-11
- COc1ccc(C(=O)NCC(=O)OCC(=O)Nc2cc([N+](=O)[O-])ccc2F)cc1
→ i	i	i	i	-7	i	i	-2	i	i	-3
- CCCn1c(-c2cccc([N+](=O)[O-])c2)nc2c1c(=O)[nH]c(=O)n2Cc1ccccc1
→ i	i	i	i	2	i	i	3	i	i	-5
- COc1ccc(C(=O)CC(=O)C(=O)Nc2ccc(C)c(Cl)c2)cc1
→ 9*	i	i	i	-1	i	i	18	i	i	17*
- CN1CCN(CC(=O)Nc2c(C(=O)c3ccccc3)oc3ccccc23)CC1
→ i	i	i	i	5	-10*	i	6	i	i	-18
- COCCCC1CCN(C(=O)C2CCC(=O)N(CC3CCCCC3)C2)CC1 (configuration not stated)
→ i	i	i	i	3	i	i	-1	i	i	-10
- CCOC(=O)C(/C(C)=N/NC(=O)c1ccccc1[N+](=O)[O-])C(C)C (configuration not stated)
→ i	i	i	i	-1	i	i	2	i	i	-11
- COc1ccc(NC(=O)c2ccc3ncsc3c2)c2ccccc12
→ i	i	i	i	8	i	i	13	i	i	-6
- Cc1cccc(C)c1NC(=O)COC(=O)c1ccccc1Nc1ccccc1
→ i	i	i	i	-18	i	i	2	i	i	-2
- Cc1ccccc1N(CC(=O)N/N=C/c1ccc(Cl)cc1)C(=O)c1ccccc1
→ i	i	i	i	1	i	i	7	i	i	-11
- CCCCCOC(=O)Cn1c(SCC(=O)Nc2ccccc2)nc2c1c(=O)[nH]c(=O)n2C
→ i	i	i	i	-1	i	i	7	i	i	-5
- Cn1c(=O)c(Nc2ccc(Cl)cc2)c2c3c(cccc31)C(=O)c1ccccc1-2
→ i	i	9*	i	4	-7*	i	24	·	·	-8
- O=C(OCCNC(=O)c1ccc2ccccc2n1)c1cccnc1
→ i	i	i	i	2	i	i	-5	i	i	-6
- COc1ccc(NC(=O)CN(c2ccc(C)cc2)S(=O)(=O)c2c(C)nn(C)c2C)cc1
→ i	i	i	i	-1	i	i	0	i	i	-7
- CCCN1C2CCCC1CC(NC(=O)c1ccccc1)C2 (configuration not stated)
→ i	i	i	i	-5	i	i	8	i	i	-12
- O=C(N/N=C\C1CC=CCC1)c1ccc(Br)o1 (configuration not stated)
→ i	i	i	i	2	i	i	-4	i	i	-6
- CN(CC(=O)NCCc1ccc(S(N)(=O)=O)cc1)S(=O)(=O)/C=C/c1ccccc1
→ i	i	i	i	-3	i	i	-11	i	i	-3
- Nc1n[nH]c(N)c1N=Nc1ccc(Cl)cc1
→ i	i	i	i	4	i	i	17	i	i	-10
- O=[N+]([O-])c1cccc(-c2cc(C(F)(F)F)n3nc(-c4ccccc4)cc3n2)c1
→ i	i	i	i	5	i	i	7	i	i	-4
- Cn1nc(CC(=O)Nc2ncc(Br)s2)c2ccccc2c1=O
→ i	i	i	i	-1	i	i	3	i	i	-7
- O=C(O)CSc1nccn1-c1cccc(Cl)c1
→ i	i	i	i	4	i	i	1	i	i	2
- O=C(NC1CCCCC1)[C@@H]1CSC2c3ccccc3C(=O)N21 (some centres not stated)
→ i	i	i	i	-6	i	i	-1	i	i	-8
- CSc1ccccc1C(=O)Nc1ccc2c(c1)OCCO2
→ i	i	i	i	-3	i	i	-2	i	i	-10
- CN1CCN(/N=C2/C(=O)Nc3ccc([N+](=O)[O-])cc32)CC1
→ i	i	i	i	1	i	i	2	i	i	-5
- O=C(CN1C(=O)C(=O)c2ccccc21)NC1CCCCC1
→ i	i	i	i	-5	i	i	-7	i	i	-11
- Cc1ccc(NS(=O)(=O)c2c(C(=O)N3CCOCC3)c(C)n(C)c2C)cc1C
→ i	i	i	i	2	i	i	-4	i	i	-3
- CC(C)CCn1cnc2c([nH]c3cccc(Cl)c32)c1=O
→ i	i	i	i	-4	i	i	3	i	i	-4
- COC(=O)c1ccc(CSc2nc(C(F)F)cc(C)c2C#N)o1
→ i	i	i	i	4	i	i	-5	i	i	-10
- O=C(CSc1nccn1-c1ccccc1)NCc1ccc(F)cc1
→ i	i	i	i	-10	i	i	2	i	i	-9

(more compounds)
Fields – KCNQ1 pot	TMEM16A inh	KCNQ1 inh	KCNK9 block	HDAC3 inh	RGS4 pot	RGS4 block	SKKanGAS inh	KCNK3 block	TMEM16A act	hERG protect
- COc1ccc(C)cc1NS(=O)(=O)c1cccc2nonc12
→ i	i	i	i	1	i	i	-6	i	i	-14
- Cc1cc(C)n2nc(SCC(=O)NCc3ccco3)nc2n1
→ i	i	i	i	-1	i	i	2	i	i	-8
- CCCCN(CCCC)CCCNC(=O)C1CC(c2cc(C(F)(F)F)cc(C(F)(F)F)c2)=NO1 (configuration not stated)
→ i	i	i	i	8	i	i	2	i	i	-5
- Cc1cc(C=O)c(C)n1-c1ccc(NC2CCCC2)c([N+](=O)[O-])c1
→ i	i	6*	-17*	-5	i	i	10	-9.1*	i	-9
- COc1ccc2oc(C(=O)CCC(=O)O)c(N)c2c1
→ i	i	i	i	-3	i	i	1	i	i	-4
- CC(=O)Nc1ccc(S(=O)(=O)Nc2ccccc2C(=O)N2CCOCC2)cc1
→ i	i	i	i	3	i	i	1	i	i	-4
- Oc1ccccc1C1CC(c2cccs2)=NC(c2ccc(Cl)cc2)N1 (configuration not stated)
→ i	i	i	i	7	i	i	13	i	i	-6
- O=C(Nc1ccccc1C(=O)N1CCCCC1)NC1CCCCC1
→ i	i	i	i	3	i	i	-1	i	i	-6
- O=C(Nc1cccc(-c2ccc(N3CCOCC3)nn2)c1)c1ccccc1Cl
→ i	i	i	i	12	i	i	50*	i	i	-9
- COc1cccc(OC)c1C(=O)NC(=S)Nc1ccc2c(c1)OCCO2
→ i	i	i	i	1	i	i	14	i	i	0

The order is random, and some 6.3% of all compounds hit somewhere here.
